Screening data from PubChem.
MITF inh = human MITF inhibition, primary screen; O75030; AlphaScreen MITF homodimerization, bead proximity signal; inhibition, % at 2.6 µM; hit rate 0.91% among 650,000; in the data active = inhibition above about 50%;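 note: 0% = vehicle wells with protein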
Target sequence (O75030 whole entry, looked up): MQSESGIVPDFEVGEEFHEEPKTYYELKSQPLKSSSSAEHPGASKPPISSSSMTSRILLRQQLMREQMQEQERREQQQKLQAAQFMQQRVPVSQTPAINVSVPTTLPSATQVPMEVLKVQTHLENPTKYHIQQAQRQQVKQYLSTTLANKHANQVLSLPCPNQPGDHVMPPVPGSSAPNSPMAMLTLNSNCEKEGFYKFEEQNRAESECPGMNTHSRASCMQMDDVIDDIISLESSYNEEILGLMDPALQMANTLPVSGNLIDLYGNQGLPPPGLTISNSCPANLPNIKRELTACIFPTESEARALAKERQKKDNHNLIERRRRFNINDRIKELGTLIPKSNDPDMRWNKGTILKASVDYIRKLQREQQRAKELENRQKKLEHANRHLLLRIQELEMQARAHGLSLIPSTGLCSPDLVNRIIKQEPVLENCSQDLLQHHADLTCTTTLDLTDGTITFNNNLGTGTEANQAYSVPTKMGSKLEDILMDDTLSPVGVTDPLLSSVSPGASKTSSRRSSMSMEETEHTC
GPR151 ag = activators of human GPR151 | Q8TDV0 | PathHunter beta-arrestin GPR151 cells, luminescence | activation, % at 11.2 µM | hit rate 1% among 650,000 | AID 1508602; in the data active = activation above about 4.9%;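 note: 0% = median of compound wells and 100% = cells with positive control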
Target sequence (Q8TDV0 whole entry, looked up): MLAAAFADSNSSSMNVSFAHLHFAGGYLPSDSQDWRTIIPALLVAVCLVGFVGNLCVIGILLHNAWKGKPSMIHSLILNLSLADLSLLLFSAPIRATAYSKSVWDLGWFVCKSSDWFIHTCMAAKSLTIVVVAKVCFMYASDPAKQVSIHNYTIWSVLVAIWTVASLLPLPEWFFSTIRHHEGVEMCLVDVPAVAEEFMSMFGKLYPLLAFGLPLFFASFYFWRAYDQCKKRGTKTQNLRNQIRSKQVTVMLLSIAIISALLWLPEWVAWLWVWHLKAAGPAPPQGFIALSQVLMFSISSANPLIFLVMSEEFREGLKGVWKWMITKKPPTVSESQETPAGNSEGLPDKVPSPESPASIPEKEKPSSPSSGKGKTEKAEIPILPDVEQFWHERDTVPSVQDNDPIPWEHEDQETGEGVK
FBW7 act = human FBW7 E3 ligase activation, primary screen | Q969H0 | AlphaScreen FBW7–phospho-cyclin E peptide binding, activator screen | normalized activity (activation), % at 26.1 µM | hit rate 0.13% among 650,000 | AID 1259310; in the data active = normalized activity above about 1.9%;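 note: purified mutant Fbw7 with reduced substrate affinity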
TEAD-YAP inh = TEAD-YAP interaction inhibition; HEK-TIYL cells, TEAD-Gal4/YAP UAS-luciferase luminescence; hit rate 1.4% among 640,000; inhibition, % at 9.12 µM; in the data active = inhibition above about 32%;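 note: 0% = median of test compound wells and 100% = reference inhibitor wells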
* marks the source's active call; other numbers are inactive results; / = no result given.

Keys – A = MITF inh; B = GPR151 ag; C = FBW7 act; D = TEAD-YAP inh
CCC(C)C(=O)C(=O)NCC1Cc2cccc(-c3nc(C)cnc3C)c2O1 (configuration not stated)
  A: 4; B: 2.5; C: -0.2; D: -2

c1ccc(-c2nc3c4c5c(sc4ncn3n2)CCCCC5)nc1
  A: 19; B: 1.1; C: 0.3; D: -19

COc1cc(C(=O)CN2C(=O)c3ccccc3C2=O)c(OC)cc1Br
  A: -7; B: -0.8; C: 0.0; D: 0

COc1ccccc1CCNC1CCN(c2ccc(C(=O)N(C)C)cc2)CC1
  A: -5; B: -0.2; C: 0.1; D: 2

Cc1ccc2oc(=O)c(/C=C(\O)c3cccs3)nc2c1
  A: 16; B: -1.0; C: 0.1; D: -62

CC(=O)N(C)/C=C1\Sc2ccccc2C1=O
  A: 15; B: 0.8; C: 0.1; D: 2

O=C(O)CCSc1ccc(C(=O)O)cc1[N+](=O)[O-]
  A: 9; B: 2.0; C: -0.1; D: -1

Cc1cc(CN2CCC(n3nccc3NC(=O)c3ccccc3C)CC2)n[nH]1
  A: -5; B: 3.4; C: -0.1; D: -10

COC(=O)C[n+]1ccn2c(C)ccc2c1C
  A: -4; B: 2.0; C: 0.0; D: -7

COC(=O)[C@@H]1CC[C@H](C)[C@@H](c2ccc(C)cc2)N1C(=O)c1ccc(/C=N/O[C@H](C)CN2CCCc3nc(C)c(C)cc32)cc1
  A: -7; B: 0.0; C: -0.2; D: /

CCOC(=O)c1c(NC(=O)c2ccc(C)cc2)sc(C(C)=O)c1C
  A: 4; B: -1.2; C: 0.2; D: -4

Cc1ccc(NC(=O)Cn2nnc(-c3ccccc3NC(=O)C(F)(F)F)n2)cc1
  A: -15; B: 3.0; C: -0.1; D: 2

Oc1ccc(/C=N/Nc2nc(N3CCCCC3)nc(N3CCCCC3)n2)cc1
  A: 8; B: -0.1; C: 0.2; D: 9

COc1ccc(N2CC(O)(c3cccc([N+](=O)[O-])c3)[N+]3=C2CCCC3)cc1 (configuration not stated)
  A: 9; B: 1.1; C: 0.2; D: -1

CCN1CCOC(CC(=O)Nc2cccc(C(F)(F)F)c2)C1=O (configuration not stated)
  A: 19; B: 1.1; C: 0.2; D: -4

O=C(NC1CCN(Cc2ccccc2)CC1)c1ccc2nc(Nc3ccc4ncccc4c3)sc2c1
  A: -5; B: 0.3; C: -0.2; D: -1

CC1CCCCN1C(=O)Cn1c(=O)oc2cc(S(=O)(=O)N3CCCC3)ccc21 (configuration not stated)
  A: 10; B: -0.6; C: 0.1; D: 12

CCc1cccc(NC(=O)C2CCN(S(=O)(=O)c3ccc4c(c3)oc(=O)n4C)CC2)c1
  A: 3; B: 1.6; C: 0.0; D: 8

Cc1cc(NS(=O)(=O)c2ccc(NC(=O)c3ccc(Cl)cc3)cc2)no1
  A: 0; B: 0.1; C: 0.0; D: -4

Cc1ccc(C(=O)Nc2nccs2)cc1I
  A: 10; B: -0.8; C: 0.3; D: -34

O=C(Cn1cnnn1)NC1CCCCCC1
  A: -2; B: -0.3; C: 0.0; D: 3

CC1CCN(Cc2nnnn2CCCC(=O)N2CCNC(=O)C2(C)C)CC1
  A: 1; B: 0.4; C: 0.1; D: -4

O=C(OC1CCCCC1=O)c1cc(=O)c2ccccc2o1 (configuration not stated)
  A: 2; B: 1.1; C: 0.0; D: 3

COc1ccc(-c2cn3c4ccccc4nc3n2CCCO)cc1
  A: 9; B: 3.4; C: 0.8; D: 9

CN1CCN(c2ccccc2NC(=O)C(Cc2ccccc2)n2cccc2)CC1 (configuration not stated)
  A: 1; B: 2.0; C: -0.1; D: -18

Part of the list above in order of number of heavy atoms, rising:
Keys – A = MITF inh; B = GPR151 ag; C = FBW7 act; D = TEAD-YAP inh
COC(=O)C[n+]1ccn2c(C)ccc2c1C
  A: -4; B: 2.0; C: 0.0; D: -7

O=C(O)CCSc1ccc(C(=O)O)cc1[N+](=O)[O-]
  A: 9; B: 2.0; C: -0.1; D: -1

Cc1cc(NS(=O)(=O)c2ccc(NC(=O)c3ccc(Cl)cc3)cc2)no1
  A: 0; B: 0.1; C: 0.0; D: -4

The listing continues:
Keys – A = MITF inh; B = GPR151 ag; C = FBW7 act; D = TEAD-YAP inh
COc1ccc(/C=C/C(=O)NCCNc2cc(N(C)C)nc(C)n2)cc1OC
  A: 3; B: -1.1; C: -0.1; D: -9

N/C(=N/OC(=O)c1ccc2nsnc2c1)c1nsnc1N
  A: 7; B: 1.7; C: 0.2; D: -9

Cc1ccc(-c2c3c(nc4sc(C(=O)Nc5cccc(Br)c5)c(N)c24)CCCC3)o1
  A: -8; B: -0.5; C: 0.1; D: 5

Cc1nc2nc(N)nn2c(C)c1CC(=O)NCCC(C)C
  A: 0; B: 0.5; C: 0.1; D: -4

Nn1c(NCc2ccccc2)nc2ccccc21
  A: 6; B: -1.3; C: 0.1; D: -23

CNS(=O)(=O)c1cccc(C(=O)OC(C)C(=O)c2ccc(Br)cc2)c1 (configuration not stated)
  A: 8; B: -0.1; C: 0.0; D: 9

Cc1nc(C(C)NCc2c(C(=O)N3CCCC3)nc3ccccn23)c(C)s1 (configuration not stated)
  A: -3; B: 1.0; C: 0.0; D: -1

COc1ccc(C2NC(=O)C(O)=C2C(=O)c2ccco2)cc1OC (configuration not stated)
  A: 8; B: -0.6; C: 0.0; D: -11

Cc1ccc(C(=O)Nc2ccc([N+](=O)[O-])cc2)cc1I
  A: 3; B: 1.3; C: 1.1; D: -63

COc1ccc(S(=O)(=O)Nc2ccc(OC)c(OC)c2)cc1Br
  A: 14; B: -0.4; C: 0.2; D: 30

O=C(c1ccc2c(=O)n(C3CCCC3)c(=S)[nH]c2c1)N1CCCCCC1
  A: -13; B: -0.2; C: -0.2; D: -3

CCCCCc1c(O)nc(SCCN2CCOCC2)n(-c2ccccc2)c1=O
  A: 17; B: -0.9; C: 0.3; D: 7

COc1cc2c(cc1OC)n(CC(=O)NCc1cccc(F)c1)n1c(C)cc(=O)nc21
  A: -13; B: -0.1; C: -0.1; D: 0

CCOc1cc(CN2CCN(Cc3ccccc3Cl)CC2)ccc1OC
  A: 67*; B: -0.4; C: -0.1; D: -7

O=C(Nc1ccc(F)c([N+](=O)[O-])c1)c1ccc([N+](=O)[O-])cc1
  A: 21; B: -0.2; C: 0.1; D: -1

COc1ccc(C(=O)N2CCC(=O)Nc3cc(C(F)(F)F)ccc32)cc1
  A: 13; B: -1.4; C: 0.1; D: 4

COc1ccc(OC)c(/C=N/NC(=O)CC(=O)NCc2ccccc2)c1
  A: 4; B: 1.1; C: 0.0; D: 9

CN(CCc1ccccn1)C(=O)c1ccc(F)cc1
  A: 77*; B: -0.7; C: 0.1; D: 4

COc1ccc(C2CCN(Cc3cccnc3)CC2)cc1OC
  A: 9; B: 2.9; C: -0.2; D: 8

C/C=C/COC(=O)C1=C(C)NC(=O)NC1c1ccc(Br)cc1 (configuration not stated)
  A: 7; B: 1.4; C: 0.0; D: 31

COC(=O)c1ccccc1NC(=O)COc1ccc2oc3c(c2c1)CCCC3
  A: -11; B: 0.0; C: 0.0; D: 2

CC(=O)NC(=S)NNC(=O)COc1ccc(Br)cc1
  A: 3; B: 1.3; C: -0.2; D: -6

Cc1cc(C)c2oc(-c3cccc(NC(=S)NC(=O)c4ccco4)c3C)nc2c1
  A: 2; B: 0.8; C: 0.0; D: -4

COc1ccccc1OCCNC(=O)c1ccc(Br)cc1
  A: 7; B: -1.5; C: -0.1; D: -35

COc1ccc2c(c1)c(=O)c1ccccc1n2CC(=O)Nc1ccc(F)cc1
  A: 5; B: 0.7; C: 0.0; D: 13

Structures shown so far containing a thiophene ring, fused or not:
Keys – A = MITF inh; B = GPR151 ag; C = FBW7 act; D = TEAD-YAP inh
c1ccc(-c2nc3c4c5c(sc4ncn3n2)CCCCC5)nc1
  A: 19; B: 1.1; C: 0.3; D: -19

Cc1ccc2oc(=O)c(/C=C(\O)c3cccs3)nc2c1
  A: 16; B: -1.0; C: 0.1; D: -62

CCOC(=O)c1c(NC(=O)c2ccc(C)cc2)sc(C(C)=O)c1C
  A: 4; B: -1.2; C: 0.2; D: -4

Cc1ccc(-c2c3c(nc4sc(C(=O)Nc5cccc(Br)c5)c(N)c24)CCCC3)o1
  A: -8; B: -0.5; C: 0.1; D: 5

Following part.
Keys – A = MITF inh; B = GPR151 ag; C = FBW7 act; D = TEAD-YAP inh
Cc1ccc(Cl)c(NC(=O)CSc2n[nH]c(=O)[nH]c2=O)c1Cl
  A: 5; B: -0.3; C: 0.0; D: 0

CC(=O)N1CCc2cc(Br)cc(S(=O)(=O)NCCN3CCC(C)CC3)c21
  A: 18; B: 2.6; C: -0.1; D: -5

c1cc(CN2CCOc3ccc(CN4CCOCC4)cc3C2)ccn1
  A: -2; B: 1.2; C: 0.1; D: 10

c1ccc2c(-c3csc(NCC4CCCO4)n3)c[nH]c2c1 (configuration not stated)
  A: -6; B: 0.1; C: 0.3; D: -10

COc1cc(Nc2ccn3ncc(-c4cccc5ccccc45)c3n2)cc(OC)c1OC
  A: 2; B: -0.2; C: 0.0; D: 0

O=C(CCCn1c2ccccc2c(=O)c2ccccc21)Nc1ccc(C(F)(F)F)cc1
  A: 0; B: -0.8; C: 0.2; D: -3

COc1ccc(N(C=O)C(=S)SC)cc1
  A: 11; B: 0.5; C: 0.0; D: -2

COc1ccc(CCNc2nc(N3CCCC3)nc(N3CCCC3)n2)cc1OC
  A: 18; B: 5.1*; C: 0.4; D: -18

COc1ccccc1NCC(=O)N/N=C/c1cc(Br)cs1
  A: 24; B: -2.0; C: 0.0; D: 5

Cc1nn(CC(=O)NC(=O)NC2CCCC2)c(C)c1[N+](=O)[O-]
  A: -6; B: 0.2; C: 0.1; D: 5

O=[N+]([O-])c1ccc(F)c(S(=O)(=O)N2CCCCC2)c1
  A: 14; B: 1.2; C: -0.4; D: -12

CCOc1ccc(C(=O)OCC(=O)NC2CCCCC2C)cc1 (configuration not stated)
  A: 5; B: 0.8; C: 0.6; D: 4

CCC1CCCCN1c1nc2c(C=O)c(C)nn2c2ccccc12 (configuration not stated)
  A: 6; B: -0.3; C: 0.1; D: -7

C=CCCC(=O)NCC1Cc2cccc(-c3ccc(S(C)(=O)=O)cc3)c2O1 (configuration not stated)
  A: 18; B: -0.3; C: 0.5; D: 8

COc1ccc(-n2nc(C(=O)NCC(=O)N(C)c3ccc(Cl)cc3)c3ccccc3c2=O)cc1OC
  A: -9; B: -0.9; C: 0.0; D: 1

Cc1nn(C)cc1CN(C)C(Cc1ccccc1F)C1CCN(C(=O)CC2CC2)CC1 (configuration not stated)
  A: 10; B: 0.2; C: 0.0; D: 1

CCOc1ccc(-n2c(=S)sc3c(=O)n(-c4ccccc4)c(SC)nc32)cc1
  A: -7; B: 0.1; C: 0.0; D: -2

O=C(Nc1ccc(Br)cc1Br)c1ccco1
  A: -4; B: 0.1; C: -0.1; D: -37

CCOCCCNC(=O)CC1C(=O)NCCN1Cc1ccc(F)cc1Cl (configuration not stated)
  A: -3; B: 0.0; C: -0.1; D: 0

Cn1c(=NC(=O)c2ccc(S(=O)(=O)N3CCCCC3)cc2)sc2ccccc21
  A: -7; B: 2.3; C: 0.0; D: -1

CN(C)CCCN1C(=O)C(=O)/C(=C(\O)c2ccc(Br)cc2)C1c1ccccc1 (configuration not stated)
  A: 9; B: -0.8; C: 0.5; D: -13

CNc1nnc(-c2ccccc2)c2ccccc12
  A: -1; B: 2.0; C: -0.1; D: 1

CC(=O)c1c(C)[nH]c(C(=O)Nc2cc(Cl)ccc2C)c1C
  A: 7; B: 0.8; C: -0.1; D: -5

CCN(C(=O)CSc1nc(C)cc(=O)[nH]1)C1CCCCC1
  A: 19; B: -1.3; C: 0.1; D: -14

Cc1cc(=O)n(CC(=O)NCCc2ccccc2)cn1
  A: 4; B: 1.7; C: -0.1; D: 5

Complete entries from above. Screens in order: MITF inh, GPR151 ag, FBW7 act, TEAD-YAP inh
Record of CNc1nnc(-c2ccccc2)c2ccccc12 : -1, 2.0, -0.1, 1
Record of c1cc(CN2CCOc3ccc(CN4CCOCC4)cc3C2)ccn1 : -2, 1.2, 0.1, 10
Record of COc1ccc(-n2nc(C(=O)NCC(=O)N(C)c3ccc(Cl)cc3)c3ccccc3c2=O)cc1OC : -9, -0.9, 0.0, 1
Record of CC(=O)c1c(C)[nH]c(C(=O)Nc2cc(Cl)ccc2C)c1C : 7, 0.8, -0.1, -5
Record of O=[N+]([O-])c1ccc(F)c(S(=O)(=O)N2CCCCC2)c1 : 14, 1.2, -0.4, -12

The list continues.
Keys – A = MITF inh; B = GPR151 ag; C = FBW7 act; D = TEAD-YAP inh
O=C(NO)c1ccc(C(=O)N(C2CCCCC2)C2CCCCC2)cc1
  A: -7; B: 0.1; C: -0.4; D: 10

O=C(COC(=O)c1ccncc1)NC(=O)C1CCCCC1
  A: -12; B: -1.6; C: -0.3; D: 4

CC1=NN(c2cccc(Br)c2)C(=O)/C1=C\c1cccs1
  A: 6; B: 0.0; C: -0.1; D: 0

COc1ccc(C)cc1S(=O)(=O)NCC(c1ccco1)S(=O)(=O)c1cccs1 (configuration not stated)
  A: -11; B: -0.4; C: 0.3; D: 9

COc1ccc(C2C(C#N)=C(N)Oc3n[nH]c(C)c32)cc1COc1ccc([N+](=O)[O-])c(C)c1 (configuration not stated)
  A: -4; B: 0.1; C: 0.0; D: -4

CCCCNC(=O)CSc1ncccc1C(=O)NCc1cccnc1
  A: 8; B: -0.5; C: 0.0; D: -4
